High-throughput results (PubChem BioAssay)
mHTT-CaM PPI inh: mutant huntingtin-calmodulin interaction inhibitors – biochemical, AlphaScreen, primary screen. P42858. AlphaScreen His-mHTT/GST-CaM binding, luminescence. inhibition, % at 15 µM. actives 3.6% (n = 190,000). AID 1671202, 2021;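 note: 0% = both proteins with DMSO and 100% = one protein alone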
Target sequence (P42858 whole entry, looked up, stated change not applied): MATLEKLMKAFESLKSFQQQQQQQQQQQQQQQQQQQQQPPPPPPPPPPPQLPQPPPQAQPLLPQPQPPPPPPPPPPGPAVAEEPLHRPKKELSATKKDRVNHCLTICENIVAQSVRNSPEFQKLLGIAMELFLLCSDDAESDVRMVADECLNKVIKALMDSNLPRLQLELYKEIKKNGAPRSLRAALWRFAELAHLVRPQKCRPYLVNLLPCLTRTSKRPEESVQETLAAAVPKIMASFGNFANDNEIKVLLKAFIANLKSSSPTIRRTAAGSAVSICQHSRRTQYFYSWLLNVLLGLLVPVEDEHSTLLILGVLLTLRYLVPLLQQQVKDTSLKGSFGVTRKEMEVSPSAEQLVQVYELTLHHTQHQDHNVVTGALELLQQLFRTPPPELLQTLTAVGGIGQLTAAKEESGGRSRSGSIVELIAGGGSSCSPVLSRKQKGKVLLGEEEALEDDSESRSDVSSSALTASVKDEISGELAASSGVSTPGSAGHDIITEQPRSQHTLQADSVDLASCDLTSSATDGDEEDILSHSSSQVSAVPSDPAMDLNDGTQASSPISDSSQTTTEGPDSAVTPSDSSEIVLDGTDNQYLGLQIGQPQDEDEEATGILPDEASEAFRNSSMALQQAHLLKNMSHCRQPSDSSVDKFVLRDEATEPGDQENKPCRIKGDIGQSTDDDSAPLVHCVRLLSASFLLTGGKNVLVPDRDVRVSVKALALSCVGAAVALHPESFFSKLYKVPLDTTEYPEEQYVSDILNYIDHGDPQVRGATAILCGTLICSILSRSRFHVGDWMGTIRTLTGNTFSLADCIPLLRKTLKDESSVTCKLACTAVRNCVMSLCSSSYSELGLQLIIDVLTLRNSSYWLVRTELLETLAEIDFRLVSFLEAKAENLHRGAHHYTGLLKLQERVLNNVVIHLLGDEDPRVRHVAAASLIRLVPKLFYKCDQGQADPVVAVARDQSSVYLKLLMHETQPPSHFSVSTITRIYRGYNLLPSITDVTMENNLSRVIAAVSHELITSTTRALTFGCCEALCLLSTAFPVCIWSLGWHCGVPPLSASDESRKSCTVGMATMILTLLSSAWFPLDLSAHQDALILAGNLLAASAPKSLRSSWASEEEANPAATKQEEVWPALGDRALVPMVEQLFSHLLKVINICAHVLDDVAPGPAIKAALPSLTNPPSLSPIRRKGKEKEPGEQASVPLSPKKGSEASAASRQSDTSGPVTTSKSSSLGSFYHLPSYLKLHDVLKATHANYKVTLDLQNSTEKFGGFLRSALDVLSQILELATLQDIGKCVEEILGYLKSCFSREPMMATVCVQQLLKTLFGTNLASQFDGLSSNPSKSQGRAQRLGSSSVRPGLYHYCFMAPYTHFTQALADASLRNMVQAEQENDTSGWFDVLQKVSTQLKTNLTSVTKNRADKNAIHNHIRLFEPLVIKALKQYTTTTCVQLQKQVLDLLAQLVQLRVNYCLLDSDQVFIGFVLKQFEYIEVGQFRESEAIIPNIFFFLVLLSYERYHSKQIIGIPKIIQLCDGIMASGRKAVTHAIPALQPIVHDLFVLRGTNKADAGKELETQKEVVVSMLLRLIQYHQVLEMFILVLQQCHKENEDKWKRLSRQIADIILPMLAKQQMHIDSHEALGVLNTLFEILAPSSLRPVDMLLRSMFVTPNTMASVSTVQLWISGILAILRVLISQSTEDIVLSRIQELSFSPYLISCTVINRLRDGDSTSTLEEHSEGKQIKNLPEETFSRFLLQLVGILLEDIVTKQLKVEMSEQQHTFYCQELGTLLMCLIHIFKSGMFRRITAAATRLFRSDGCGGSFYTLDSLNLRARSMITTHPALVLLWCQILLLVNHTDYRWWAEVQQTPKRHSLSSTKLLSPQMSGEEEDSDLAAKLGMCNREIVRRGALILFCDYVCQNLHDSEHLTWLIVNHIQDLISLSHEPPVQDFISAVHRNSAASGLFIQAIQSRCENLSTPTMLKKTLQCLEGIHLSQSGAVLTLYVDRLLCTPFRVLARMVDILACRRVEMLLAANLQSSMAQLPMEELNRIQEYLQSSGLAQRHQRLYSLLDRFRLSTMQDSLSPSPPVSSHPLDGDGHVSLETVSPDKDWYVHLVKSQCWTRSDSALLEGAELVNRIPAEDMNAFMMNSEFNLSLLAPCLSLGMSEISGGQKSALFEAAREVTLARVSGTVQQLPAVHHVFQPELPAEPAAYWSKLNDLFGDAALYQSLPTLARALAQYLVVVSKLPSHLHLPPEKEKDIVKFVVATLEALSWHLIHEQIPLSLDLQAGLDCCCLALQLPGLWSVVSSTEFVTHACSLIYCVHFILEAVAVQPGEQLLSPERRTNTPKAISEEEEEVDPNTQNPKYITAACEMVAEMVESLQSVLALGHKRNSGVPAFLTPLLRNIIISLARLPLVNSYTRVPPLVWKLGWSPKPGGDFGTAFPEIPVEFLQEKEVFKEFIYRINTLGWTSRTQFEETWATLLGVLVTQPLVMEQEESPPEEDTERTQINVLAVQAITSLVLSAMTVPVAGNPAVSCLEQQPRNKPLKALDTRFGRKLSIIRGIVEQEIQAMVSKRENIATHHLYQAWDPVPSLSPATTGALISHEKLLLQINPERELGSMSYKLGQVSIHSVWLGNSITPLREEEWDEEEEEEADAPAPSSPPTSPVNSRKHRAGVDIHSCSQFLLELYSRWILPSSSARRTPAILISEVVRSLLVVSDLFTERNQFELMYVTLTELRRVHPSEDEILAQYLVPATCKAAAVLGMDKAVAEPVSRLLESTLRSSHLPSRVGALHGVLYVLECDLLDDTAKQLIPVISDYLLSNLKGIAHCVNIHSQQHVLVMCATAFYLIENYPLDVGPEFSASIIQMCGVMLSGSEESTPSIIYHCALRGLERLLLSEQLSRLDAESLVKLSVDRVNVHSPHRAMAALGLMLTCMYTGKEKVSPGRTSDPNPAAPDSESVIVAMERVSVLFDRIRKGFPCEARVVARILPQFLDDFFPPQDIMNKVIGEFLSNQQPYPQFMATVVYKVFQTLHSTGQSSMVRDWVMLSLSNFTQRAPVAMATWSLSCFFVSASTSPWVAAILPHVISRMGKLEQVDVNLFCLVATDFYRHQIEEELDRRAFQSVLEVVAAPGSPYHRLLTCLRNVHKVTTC
Pf apPOL block: Pf-apPOL inhibitors, biochemical, fluorescence. inhibition, % at 10 µM. AID 1794808, 2022. actives 0.25% (n = 210,000). Recombinant Pf-apPOL, molecular beacon fluorescence, 1.5 h
An asterisk follows results filed as active; . = no result given; & = joins results of further samples. Cut-off read from the data, not from the text of the source: active = inhibition above about 50%; inactive = the rest. Rows were taken by chance (roughly 3.5% active in at least one column).

Compound,mHTT-CaM PPI inh,Pf apPOL block
CSc1nc(N=CN(C)C)n(-c2cc(C(F)(F)F)cc(C(F)(F)F)c2)n1,.,0
O=C(O)c1ccccc1C(=O)Nc1cccc(Cl)c1Cl,-1,-1
O=C(Cn1nnc(-c2cccc(Cl)c2Cl)n1)NNC(=O)c1ccc(Cl)cc1,.,7
Cc1nc2ccccn2c1C(=O)NNS(=O)(=O)c1sc2ccc(Cl)cc2c1C,.,-1
O=[N+]([O-])c1ccc(S(=O)(=O)N2CCN(Cc3cccs3)CC2)cc1,16,-11
COc1cc(OC)c(OC)cc1CN1CCc2nc(Nc3ccc4c(c3)OCO4)ncc2C1,50*,-1
Cc1ccc(CNC(=O)C2(C)CCCN(C(=O)Nc3ccc(C)c(C)c3)C2)cc1 (stereo not drawn),-7,2
COc1ccc(Br)cc1C1NC(=O)c2c(sc3c2CCCC3)N1 (stereo not drawn),7,-5
CCN(CC)C(=O)C1CCCN(C(=O)Nc2ccc3nsnc3c2)C1 (stereo not drawn),-1,-4
O=C(O)CCC(=O)Nc1ccc(S(=O)(=O)c2ccc(NC(=O)CCC(=O)O)cc2)cc1,-7,-4
COc1cc(NC(=O)CCN2CCCC2)cc(OC)c1,-5,-17
O=S(=O)(Cc1nc(-c2ccc(Cl)cc2)cs1)c1ccc(Cl)cc1,.,-11
Cc1cc(NC(=O)CSc2ccc(Cl)cc2)no1,.,-4
CCC1CCC2(CC1)N[C@H](C(=O)O)CS2 (stereo partly drawn),3,.
Cc1cc(NC(=O)CSc2nc(=O)n(CCCO)c3c2CCC3)no1,-12,-11
COC(=O)OC1=C(c2ccccc2)C(=O)c2ccccc21,30,-7
O=C1C(c2ccc(F)cc2)N(C2CC2)C(=O)CN1C1CCCCC1 (stereo not drawn),-2,-11
Cc1cc(C)cc(C(=O)N2CCc3[nH]nc(C(=O)N4CCC(C)CC4)c3C2)c1,17,0
CCOC(=O)N1CCN(Cc2ccccc2Cl)CC1,-5,0
Cc1cc(=O)n(CC(=O)NCc2ccc(F)cc2F)c(N2CCCC2)n1,-11,-2
COC(=O)Cn1c(=O)n(C)c2c(=O)n(C)c(=O)n(C)c21,-4,.
Cn1nc(COc2ccc(F)cc2)c2c1CCN(C(=O)Nc1ccc(F)c(Cl)c1)C2,55*,-2
c1ccc(CN2CCN(Cc3ccccc3)C2c2ccc3ccccc3c2)cc1,-9,.
COc1cccc(NC(=O)COc2ccc(C)cc2C)c1,-45,-31
O=[N+]([O-])c1ccc(-c2nc(NCCO)c3ccccc3n2)cc1,15,-1
O=C(Nc1ccc(S(=O)(=O)N2CCOCC2)cc1)c1ccc([N+](=O)[O-])cc1Cl,5,-12
COc1ccc2[nH]c(C(=O)O)c(CCNC(C)=O)c2c1,-4,-8
COc1ccc(C(=O)ON=C2C=CC(=O)C=C2)cc1,53*,-3
CCn1c(=O)c([N+](=O)[O-])c(NCCOC)c2ccccc21,-3,-4
O=C(NCCN1CCN(C(=O)c2ccsc2)CC1)c1cc(-c2cccs2)[nH]n1,10,10
c1csc(-c2ccnc(SCc3ccc4nonc4c3)n2)c1,.,-13
O=C(Nc1nc(/C=C/c2ccccc2)[nH]c(=O)n1)NS(=O)(=O)c1ccccc1Cl,2,-4
CCc1nc(C)nc(N2CCN(C(C)=O)CC2)c1Cc1cc(C)ccc1C,20,3
O=[N+]([O-])c1cc(S(=O)(=O)N2CCCCC2)ccc1N1CCOCC1,-5,4
COc1ccc(NC(=O)C2CCc3sc(C(=O)N4CCCCC4)cc3C2)cc1 (stereo not drawn),9,0
O=C1CSc2ccccc2N1Cc1ccc(F)cc1Cl,-38,29
CCN1C(=O)c2ccccc2Oc2ccc(C(=O)NCc3cccs3)cc21,5,-9
O=C(Cc1ccccc1Cl)Nc1nnc(COc2ccccc2)o1,84*,-9
Cc1cc(C)c(NC(=O)C2CCN(C(=O)c3cc4ccsc4[nH]3)CC2)c(C)c1,42,1
O=C(NCCNc1ccc(Nc2ccccn2)nn1)Nc1ccc(F)c(Cl)c1,100*,-5
Cc1ccc(CCNC(=O)C2CCN(S(=O)(=O)N(CC(C)C)CC(C)C)CC2)cc1,9,-14
CC(C)CN1CCN(C(=O)c2cn3ccnc(-c4ccccc4)c3n2)CC1,10,-1
Cc1ccsc1C(=O)NCCc1cn(C)c2ncccc12,-12,2
Cc1cc(Cl)ccc1OCC(=O)Nc1ccccc1N1CCOCC1,-5,-3
Cc1cc(C2CCCN2C(=O)Nc2ccc(F)cc2F)on1 (stereo not drawn),-7,-5
CCc1ccc(-c2cn3ccn(-c4ccc(OC)c(OC)c4)c(=O)c3n2)cc1,-6,-2
O=c1[nH]c2ccc(S(=O)(=O)N3CCOCC3)cc2[nH]1,-3,.
CCCN1CCN(CCCNC(=O)CC2CCN(C(=O)c3ccccc3)CC2)CC1,5,-5
Cc1nc2sc3c(=O)[nH]nnc3c2c(C)c1Cl,25&23,-9
O=C(O)c1ccccc1NC1SC(=O)N(c2ccccc2)C1=O (stereo not drawn),4,1
CC(C)CC1=NN2C(=N)/C(=C/c3ccc4c(c3)OCO4)C(=O)N=C2S1,9,0
O=C1C=CC(=O)N1C1CCCCC1,-1,.
Cc1ccccc1C(=O)N1CCc2c(c(C(=O)NCc3ccc4c(c3)OCO4)nn2C)C1,44,-8
COc1cc(C(=O)Nc2cccc(-c3nc4ccccc4o3)c2C)cc(OC)c1OC,0,0
NS(=O)(=O)c1ccc(NC(=O)C2C3C=CC(O3)C2C(=O)O)cc1 (stereo not drawn),-6,-15
O=C(CN1CCCC1)N1c2ccccc2C=Cc2ccccc21,-9,0
Cc1cccc(NC(=O)CN2CCC(c3nc(-c4ccc(F)cc4)no3)CC2)c1,-7,-5
COc1cc(OC)cc(C(=O)NCCC2CCN(C(=O)c3ccccc3)CC2)c1,31,-1
O=C(c1ccccc1C(=O)N1CCc2ccccc21)N1CCc2ccccc21,10,3
CCOc1ccc(C(=O)NCCCN2CCN(c3ccccc3)CC2)cc1,-15,-10

Another view of four compounds above:
Compound: O=C(CN1CCCC1)N1c2ccccc2C=Cc2ccccc21
  mHTT-CaM PPI inh: -9
  Pf apPOL block: 0

Compound: Cc1cccc(NC(=O)CN2CCC(c3nc(-c4ccc(F)cc4)no3)CC2)c1
  mHTT-CaM PPI inh: -7
  Pf apPOL block: -5

Compound: COc1cc(OC)cc(C(=O)NCCC2CCN(C(=O)c3ccccc3)CC2)c1
  mHTT-CaM PPI inh: 31
  Pf apPOL block: -1

Compound: O=C(c1ccccc1C(=O)N1CCc2ccccc21)N1CCc2ccccc21
  mHTT-CaM PPI inh: 10
  Pf apPOL block: 3

The results go on.
Compound,mHTT-CaM PPI inh,Pf apPOL block
Clc1cccc(N=Cc2ccc(OC3CSC3)cc2)c1,0,-4
CS(=O)(=O)Nc1ccc(S(=O)(=O)Nc2nccs2)cc1,0,-5
CNC(=S)NN=C(C)c1ccc(F)cc1,.,-8&3
CCSc1nnc(-c2nn(C)c3c2CN(C(=O)c2cccc(N(C)C)c2)CC3)n1C,17,-2
Cc1cccc(N2CCN(C(=O)Nc3ccccc3)C(C)C2=O)c1 (stereo not drawn),-13,-1
COc1ccc(CNC(=O)N2CCC3(C2)C(=O)N(C)c2ccccc23)cc1 (stereo not drawn),9,7
O=C(Nc1nnc(CCS(=O)(=O)c2cc(Cl)ccc2Cl)s1)c1ccco1,4,-2
CCOCCOC(=O)C1=C(C)NC2=C(C(=O)CC(C)(C)C2)C1c1ccc2c(c1)c1ccccc1n2CC (stereo not drawn),-2,0
COc1ccc(Cl)cc1NC(=O)C1c2ccccc2C(=O)N2CCc3ccccc3C12 (stereo not drawn),48,4
CNCCC(Oc1ccccc1C)c1ccccc1 (stereo not drawn),.,-3
Fc1ccc(C2=CC(c3ccccc3F)n3nnnc3N2)cc1 (stereo not drawn),-11,-6
Cc1cccc(NC(=O)COc2ccc(Br)cc2)n1,-20,-1
CCN(Cc1cc(-c2ccc(C)c(C)c2)on1)C(=O)C(C)C,36,1
Cc1ccc(CNC(=O)CN2C(=O)NC3(CCC(C)CC3)C2=O)cc1 (stereo not drawn),1,-4
COc1cc(NS(=O)(=O)c2ccc(NC(=O)C(C)C)cc2)nc(OC)n1,-4,0
COc1ccc(Cl)c(NCCC(=O)O)c1,-4,-10
N#CC1=C(N)OC2=C(C(=O)CCC2)C1c1cccc(Br)c1 (stereo not drawn),1,-8
CCOC(=O)NC(=S)NCCc1ccccn1,.,-4
CCOC(=O)CNC(=O)N1CCCCCC1c1cccs1 (stereo not drawn),-1,-2
CC1(C)CC(=O)C2=C(C1)Nc1ccccc1NC2c1ccccc1 (stereo not drawn),-2,1
CCOc1ccc(CN2CCCC2c2c(C)noc2C)cc1OC (stereo not drawn),5,6
COc1ccc(OC)c(C2CN(C(=O)C3CCCC3)CC2C(=O)N2CCCCC2)c1 (stereo not drawn),7,5
CCCCN(C)C(=O)CCC1CCCN(c2cc(NCCC)ncn2)C1 (stereo not drawn),10,-4
Cc1c(Cl)cccc1N(CC(=O)Nc1ccc(F)c(Cl)c1)S(C)(=O)=O,99*,-7
COc1cc(C(F)(F)F)cc(C(F)(F)F)c1C(=O)NCc1cccs1,.,-10
CCNC(=O)c1ccc2c(c1)nnn2C1CCCCC1,1,-4
CCCOc1nccnc1N1CCC(NC(=O)c2ccc(C#N)cc2)C1 (stereo not drawn),23,1
CC1(C)CN(Cc2ccccc2)C(=O)[C@H]1CC(=O)Nc1ccc(Br)cc1,-8,-4
Cn1nc(C(C)(C)C)c(NC(=O)c2cccnc2)c1C(C)(C)C,.,-4
O=C(NCCc1csc(C2CCN(C(=O)c3ccccc3)CC2)n1)C1CCC1,14,-2
O=C1c2ccccc2NC(c2ccc(F)cc2)N1Cc1ccco1 (stereo not drawn),-7,24
COc1ccc(C=C2Oc3c(ccc(O)c3CN3CCCCC3)C2=O)c(OC)c1,25,0
Cc1nccn1CCNC(=O)C(=O)Nc1ccc(Cl)cn1,-10,-2
Cc1csc(-c2cc(S(=O)(=O)NC(C)(C)C)c(C)n2C)n1,-8,1
CCC(C(=O)Nc1sc2c(c1C(N)=O)CCCC2)c1ccccc1 (stereo not drawn),3,-2
Cc1[nH]c(=O)[nH]c(=O)c1S(=O)(=O)N1CCCC(C(=O)Nc2ccccc2F)C1 (stereo not drawn),-4,-11
Cc1cccc(C(=O)N2CCN(c3cc(-c4ccccc4)[nH]n3)CC2)c1,18,-1
C=CCN1C(=O)NC(c2ccc(F)cc2)C2=C1CN(C1CC1)C2=O (stereo not drawn),7,3
Cc1ccc(C(=O)N2CCC(COc3ccccc3C(=O)N3CCCC3)CC2)s1,5,-6
Oc1ccccc1-c1cc(-c2cccc(Br)c2)n[nH]1,96*,-10
Cn1c(N2CCC(C(=O)Nc3ccc(Cl)cc3)CC2)cc(=O)n(C)c1=O,38,-2
COc1ccc(NC2=CC(=O)CCC2)c(OC)c1,2,1
CC(=O)Nc1cccc(N2CC(C(=O)NCc3ccc(N(C)C)cc3)CC2=O)c1 (stereo not drawn),-3,-3
Cn1cccc1CN1CCN(Cc2ccccc2)CC1,13,-3
Cc1ccc(N(Cc2ccccc2)S(=O)(=O)c2ccc3nnc(C)n3c2)cc1,-1,-1
COc1ccc2nc(CN3CCN(CC(=O)Nc4ccc5c(c4)OCCO5)CC3)[nH]c2c1,-10,-7
O=C(NCc1ccco1)c1cccc(Cl)c1,0,-2
N=c1c[n+](N2CCOCC2)[n-]o1,.,10&10
CCOCC(=O)N1CCN(C(=O)c2cn(C)cc3c(=O)n(-c4ccccc4)nc2-3)CC1,-1,9
Cc1ccc(C(=O)N2CCC(c3nc(C4CC4)n[nH]3)CC2)cn1,-12,7
CN1CCN(C(=O)c2cc3nc(-c4ccc(Cl)cc4)cc(C(F)(F)F)n3n2)CC1,5,-6
CCOc1ccc(NC(=O)N2CCCC(c3cccc(C(=O)N4CCOCC4)c3)C2)cc1 (stereo not drawn),1,-2
CCn1cc(C(=O)NCCc2ccc(Cl)cc2)c(S(=O)(=O)N2CCSCC2)n1,-10,-30
O=C(NC1CCCCC1)C1CCN(c2ccc(N3CCCC3)nn2)CC1,-9,-5
COc1ccc(SCCC(=O)Nc2nc3c(s2)CCCC3)cc1,6,-3
Cc1cccc(NC(=O)C2CC(=O)N(CCc3c[nH]c4ccc(C)cc34)C2)c1 (stereo not drawn),36,2
COc1cc(C)c(C)cc1S(=O)(=O)n1cnc2ccccc21,0,-3
COCC(=O)N1CCc2c(nc3cc(-c4ccccc4)[nH]n3c2=O)C1,3,0
Cc1ccc(C(=O)N/C(=C\c2ccc3c(c2)OCO3)C(=O)Nc2cc([N+](=O)[O-])ccc2C)cc1C,4,-2
S=C(S)N1CCCC1,.,31

The list continues.
Compound,mHTT-CaM PPI inh,Pf apPOL block
CC1CCN(C(=O)c2ccc(S(=O)(=O)Cc3cccc(F)c3)c([N+](=O)[O-])c2)CC1,3,0
CC(C)C(=O)N1CCN(Cc2noc3ccccc23)CC1,-5,-2
CC1Cc2cc(C(=O)NC3CCCCC3)ccc2O1 (stereo not drawn),2,1
Cc1ccc(-n2nc(C)c(-c3cccc([N+](=O)[O-])c3)c2C)cc1C,39,-3
COc1ccc(C(=O)N2CCCC2c2ccccc2Cl)cc1OC (stereo not drawn),3,6
